Screening results (PubChem)
PGE2 EP2 inh – EP2 receptor (human) inhibition; P43116; C6 glioma cells expressing human EP2, cAMP TR-FRET; cells stimulated with saturating PGE2; inhibition, % at 25 µM; hit rate 0.52% among 260,000;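 active = percent inhibition above 40 after rounding to a whole number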;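 note: rat C6 glioma host cells with rolipram phosphodiesterase inhibitor present; the protocol text gives 20 µM as final concentration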
Target sequence (P43116 whole entry, looked up): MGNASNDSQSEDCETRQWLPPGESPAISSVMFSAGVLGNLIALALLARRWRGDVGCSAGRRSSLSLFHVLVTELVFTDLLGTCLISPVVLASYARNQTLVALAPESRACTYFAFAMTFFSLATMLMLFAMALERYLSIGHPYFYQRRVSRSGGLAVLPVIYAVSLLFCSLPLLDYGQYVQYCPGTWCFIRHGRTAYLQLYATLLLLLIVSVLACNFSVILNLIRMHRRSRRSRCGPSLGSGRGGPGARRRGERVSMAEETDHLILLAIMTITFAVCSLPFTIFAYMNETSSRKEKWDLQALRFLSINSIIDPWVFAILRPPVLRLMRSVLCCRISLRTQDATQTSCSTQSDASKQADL
Furin inhibitor – blocks human furin protease activity | P09958 | purified furin, fluorogenic substrate cleavage | inhibition, % at 30 µM | hit rate 0.061% among 220,000 | AID 463115; in the data active = inhibition above about 25%; note: inactives centre near -15
Tb hexokinase – blocks Trypanosoma brucei hexokinase 1 activity; recombinant TbHK1, G6PDH-coupled NADH A340; inhibition, % at 10 µM; hit rate 0.11% among 220,000;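 active = inhibition of 50% or more in the single-dose primary screen; inactive = inhibition below 50%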
PPC-1+TRAIL kill – kills PPC-1 cancer cells in the presence of TRAIL. PPC-1 cells + TRAIL, ATPLite viability luminescence. cell killing (% activity), % at 4 µM. hit rate 0.41% among 220,000. AID 1443;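 active = cell killing above 50% in the first pass at 4 µM, then a duplicate retest at 5 µM averaging 50% or more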;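 note: plate controls were cells with TRAIL plus DMSO for no effect and medium-only wells lacking cells for full effect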
p97 ATPase inh – blocks human p97 ATPase activity; P55072; recombinant p97 ATPase, Kinase-Glo ATP luminescence, 3 h; inhibition, % at 8 µM; hit rate 0.42% among 220,000; AID 1481; in the data active = inhibition above about 15%;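 note: 0% = DMSO vehicle and 100% = wells lacking enzyme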
Ba/F3 V617F tox – loss of viability in JAK2V617F-driven Ba/F3 cells | Ba/F3 EpoR-JAK2V617F viability, ATP luminescence | inhibition, % at 5.6 µM | hit rate 1.1% among 220,000;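 active = inhibition above the campaign mean plus 3 SD over all tested compounds, cut at about 24% in these data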;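 note: cytokine-independent growth of Ba/F3 cells driven by EpoR plus mutant JAK2; 0% = DMSO-treated cells and 100% = JAK inhibitor I control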
BaF3 tox – parental Ba/F3 viability inhibition as JAK2V617F counter-screen; inhibition, % at 5.6 µM; hit rate 1.1% among 220,000; CellTiter-Glo ATP luminescence;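 active = inhibition above a per-campaign cutoff, the mean inhibition of all tested compounds plus 3 SD, cut at about 27% in these data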;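 note: 0% = DMSO wells and 100% = JAK Inhibitor I control wells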
p47phox inh – p47phox (human) inhibition | inhibition, % at 24.7 µM | p47phox/p22phox peptide binding, fluorescence polarization, 2 h | hit rate 0.53% among 220,000;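 active = inhibition above about 30%, limit read from the data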;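 note: 0% = p47phox with labelled peptide and 100% = labelled peptide alone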
Target sequence (P14598 whole entry, looked up): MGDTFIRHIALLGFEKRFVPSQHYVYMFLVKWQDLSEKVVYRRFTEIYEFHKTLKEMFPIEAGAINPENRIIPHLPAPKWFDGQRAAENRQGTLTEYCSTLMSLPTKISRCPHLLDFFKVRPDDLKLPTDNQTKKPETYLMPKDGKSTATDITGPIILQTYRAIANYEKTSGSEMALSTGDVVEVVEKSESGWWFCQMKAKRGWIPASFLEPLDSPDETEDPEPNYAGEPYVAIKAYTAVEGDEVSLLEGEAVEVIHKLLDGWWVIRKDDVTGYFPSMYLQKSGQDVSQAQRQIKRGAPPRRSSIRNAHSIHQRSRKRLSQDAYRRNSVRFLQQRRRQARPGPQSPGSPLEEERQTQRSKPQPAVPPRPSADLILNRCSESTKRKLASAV
RBBP9 inhibitor – human RBBP9 hydrolase inhibition. O75884. recombinant RBBP9, FP-Rh probe fluorescence polarization. inhibition, % at 7.94 µM. hit rate 0.2% among 220,000;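 active = inhibition above the campaign mean of all tested compounds plus 3 SD, cut at about 14% in these data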;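 note: plate controls were DMSO wells with RBBP9 for no effect and wells lacking RBBP9 protein for full effect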
Target sequence (O75884 whole entry, looked up): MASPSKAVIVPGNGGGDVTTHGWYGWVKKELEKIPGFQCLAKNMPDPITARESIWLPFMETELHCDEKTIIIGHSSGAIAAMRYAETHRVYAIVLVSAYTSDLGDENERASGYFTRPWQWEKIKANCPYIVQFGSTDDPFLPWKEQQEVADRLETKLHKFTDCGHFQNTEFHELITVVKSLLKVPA
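System: RBBP9 protein / Buffer or medium: Tris/NaCl buffer pH 8.0 with 0.1% Pluronic / Probe or stimulus: Serine-hydrolase probe FP-Rh, 375 nM pre-mixing / Dosing: 7.94 µM single dose, 0.794% DMSO / Times: enzyme-compound preincubation 30 min, then probe labeling 45 min, 25 °C / Technique: fluorescence polarization (mP), excitation 525 nm, emission 598 nm / Replication: singlicate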
* hit, by the source's call; · = not tested or not shown; & = joins results of further samples; [ ] = remark or other dose. Some of the compounds tested (hit frequency here may not be typical).

The opening 4 entries, to show the layout:
SMILES	PGE2 EP2 inh	Furin inhibitor	Tb hexokinase	PPC-1+TRAIL kill	p97 ATPase inh	Ba/F3 V617F tox	BaF3 tox	p47phox inh	RBBP9 inhibitor
Cc1nnc(SCCn2c(N(C)Cc3ccccc3)nc3c2c(=O)n(C)c(=O)n3C)s1	6	-15[20 µM]	6	·	-2	-4	2	·	-4
Cc1nnc(SCC(=O)N/N=C/c2ccc(-c3ccc(C)c(Cl)c3)o2)s1	7	-24	-7	16	3	-3	6	-47	-9
COc1cc(C)ccc1OCCOc1c(Cl)cc(Cl)cc1Cl	4	-22[20 µM]	-1	-1	1	-1	7	-11	-1
CN1CCN(C(=O)c2cc(-c3ccccc3)on2)CC1	11	-14[20 µM]	4	6	4	-4	-1	-4	0

The whole of this part, from the first entry:
SMILES	PGE2 EP2 inh	Furin inhibitor	Tb hexokinase	PPC-1+TRAIL kill	p97 ATPase inh	Ba/F3 V617F tox	BaF3 tox	p47phox inh	RBBP9 inhibitor
Cc1nnc(SCCn2c(N(C)Cc3ccccc3)nc3c2c(=O)n(C)c(=O)n3C)s1	6	-15[20 µM]	6	·	-2	-4	2	·	-4
Cc1nnc(SCC(=O)N/N=C/c2ccc(-c3ccc(C)c(Cl)c3)o2)s1	7	-24	-7	16	3	-3	6	-47	-9
COc1cc(C)ccc1OCCOc1c(Cl)cc(Cl)cc1Cl	4	-22[20 µM]	-1	-1	1	-1	7	-11	-1
CN1CCN(C(=O)c2cc(-c3ccccc3)on2)CC1	11	-14[20 µM]	4	6	4	-4	-1	-4	0
CCOc1cc(-c2c(C#N)c(N)nc3c2CCc2ccccc2-3)ccc1O	12	-20	30	18	8	-3	1	-6	-9
CCOC(=O)c1sc2nc(CN3CCCCC3)nc(Cl)c2c1C	6	-19	-15	15	1	0	2	-10	2
COc1ccccc1N(CC(=O)N/N=C(\C)c1cccc(Br)c1)S(C)(=O)=O	13	-10	-4	20	-1	1	3	-1	-10
COc1ccc(C2=NN(C(=O)c3cccs3)C(c3ccccc3OC)C2)cc1OC (stereo not given)	11	-16	-6	6	4	0	2	-37	-7
COc1cccc(Nc2nc(NCCO)c3ccccc3n2)c1	14	-10[20 µM]	-11	23	4	-1	4	-9	-3
CCn1c2ccccc2c2nnc(SCC(N)=O)nc21	·	-3[20 µM]	-32	7	-1	3	6	-9	4
CCN1CCN(C(=S)NCC2CCCO2)CC1 (stereo not given)	2	-20	7	28	2	0	5	-4	-5
C(=N\n1cnc2ccccc21)/c1cccnc1	3	-22[20 µM]	-32	9	2	-4	0	-1	-4
CN(C)c1ccc(Nc2c3c4c(cccc4n(C)c2=O)C(=O)c2ccccc2-3)cc1	20	-2	-26	5	2	2	10	0	1
COc1ccc(CCNc2ccncn2)cc1	3	-12[20 µM]	3	-19	-1	3	8	-4	5
CCC(=O)Nc1ccc(C(=O)N/N=C/c2ccc([N+](=O)[O-])cc2)cc1	1	-13	-39	2	1	5	12	-14	-7
CC(C)n1nc(C(=O)OCC(=O)N(C)C2CCS(=O)(=O)C2)c2ccccc2c1=O (stereo not given)	4	-28	-4	-3	1	-1	3	-2	-11
COc1ccc(S(=O)(=O)N2Cc3ccccc3CC2C(=O)Nc2ccc3c(c2)OCO3)cc1 (stereo not given)	6	-10[20 µM]	0	5	2	3	4	-14	-2
COC(=O)CSc1nc2c(c(-c3ccco3)c1C#N)CCCC2	22	-3	3	-7	-5	2	5	-16	-5
CSc1nc(C)cc(OCCNS(=O)(=O)c2ccc(C)cc2)n1	4	-6[20 µM]	-1	·	-5	4	3	·	-11
CCN(Cc1ccccc1)S(=O)(=O)c1ccc2oc(C(=O)O)c(C)c2c1	3	-11	4	1	-5	0	6	-6	0
CC(c1ccccc1)n1c(-c2cccs2)nc2c(c(=O)c3ccccc3n2C)c1=O (stereo not given)	6	-21	-12	8	4	2	1	-17	-11
COC(=O)c1sc(NC(=O)COc2ccccc2C)nc1C	2	-11	5	15	-7	3	3	2	-11
CCCCC(=O)Nc1ccc(C(=O)c2ccccc2)cc1	8	-6	5	-16	-7	6	4	4	-8
Cc1cc(C)nc(Nc2n[nH]c(-c3ccccc3N)n2)n1	1	-23	6	40[5 µM]	-5	3	-1	-3	-3
O=C(CCCCn1c(=O)[nH]c2ccccc2c1=O)NC1CCN(Cc2ccccc2)CC1	7	-20	3	-2	4	-1	9	-4	-10
O=C(Cn1c2ccccc2c(=O)c2ccccc21)Nc1cccc(F)c1	8	-23	2	8	6	-2	3	14	-5
C=CCC(NCc1ccco1)c1ccc(OC)cc1 (stereo not given)	2	-12[20 µM]	-5	6	-3	-1	-2	-8	-11
CCS(=O)(=O)c1ccc(N)cc1	7	-7	9	-20	-3	5	2	-2	-5
O=C(CSCc1ccc(Cl)cc1)N1CCCCC1	15	-19[20 µM]	1	0	0	-3	4	-1	-2
CCOC(=O)C1=C(c2ccccc2)OC(N)=C(C#N)C1c1ccncc1 (stereo not given)	0	-6	-5	-15	1	2	2	3	-6
S=C(NCCc1ccccn1)Nc1ccc(Cl)cc1Cl	7	-4	9	14	1	2	4	-17	2
Cc1ccnc(NC(=O)c2c(-c3ccccc3Cl)noc2C)c1	8	-11	-7	12	2	-4	3	-17	-7
COc1cc(/C=C(\C#N)c2nc3c(s2)CCCC3)ccc1O	10	10[20 µM]	54*	6	3	-4	1	-46	-7
CCN(C(=O)COC(=O)c1n[nH]c2ccccc12)C1CCS(=O)(=O)C1 (stereo not given)	6	-8	32	42	2	-2	0	4	-10
CN(c1ccccc1)S(=O)(=O)c1cc(C(=O)Nc2nc3ccccc3[nH]2)ccc1Cl	8	-7	-5	18	-1	6	6	-14	-26
COc1ccccc1CN(Cc1ccco1)S(=O)(=O)c1ccc(-n2cnnn2)c(OC)c1	-1	-19[20 µM]	5	13	-4	0	4	-17	3
O=C(c1cncc(Br)c1)N1CCCc2ccccc21	14	-18[20 µM]	2	7	3	-1	3	-1	-1
Cc1cccc(N/C=C/C(=C(C#N)C#N)N(C)C)c1	3	-16[20 µM]	-26	15	0	-2	0	-16	-6
C=C(C)CSc1nnc([C@@H](NC(=O)OC(C)(C)C)C(C)CC)o1 (stereo not given in full)	3	-11	-2	18	6	-4	2	-3	-6
CCCOC(=O)/C(=C\C=C\c1ccco1)NC(=O)c1ccccc1	11&5	3	-40	-2	-3	3	4	-7	-5
Cc1ccccc1NC(=O)C1CCCN1/C=C/C(=O)C(F)(F)F (stereo not given)	8	5	-41	-10	-2	-1	4	-11	-4
COC(=O)CSC1=C(C#N)C(c2ccccc2OC)C(C(=O)OC)C(=O)N1 (stereo not given)	11	-11	-2	-8	3	-1	0	-13	-4
Cc1cc(CC(C)C)n(-c2nc3ccccc3c(=O)n2OCc2ccccc2)n1	2	-6[20 µM]	-7	17	-6	-4	4	-11	4
CN1CCN(C(=O)c2ccccc2-c2nc(-c3ccccc3)no2)CC1	5	-21	3	-1	6	-3	5	-9	-3
Cc1c(C(=O)OCC(=O)Nc2ccc(C(N)=O)cc2)cccc1[N+](=O)[O-]	7	-26	-1	12	12	-2	7	-5	-6
O=C(Nc1ccccc1)c1ccc(NC2CCCCC2)c(S(=O)(=O)N2CCOCC2)c1	6	-13[20 µM]	-15	7	-5	3	6	-29	-21
O=C(CC1C(=O)NCCN1Cc1ccc(-c2ccccc2)cc1)NCC1CCOCC1 (stereo not given)	15	-26	-10	·	-1	-1	1	11	-4
COC(=O)CNC(c1ccccc1)c1cc(Br)ccc1NC(=O)CNC(=O)OCc1ccccc1 (stereo not given)	3	-12	-3	1	-2	4	6	-1	-3
CCCCCCCC1=CC2=CC(=O)C(C)(OC(C)=O)C(=O)C2=CN1CCc1ccccc1 (stereo not given)	·	-11	-10	4	2	0	9	-11	-9
CC12CCC(C(=O)Nc3ccccc3-n3cccc3)(CC1=O)C2(C)C (stereo not given)	5	-13	0	0	3	-1	6	-6	1
Cc1ccc(C2CC(c3ccc(C)cc3)n3nc(N)nc3N2)cc1 (stereo not given)	12	-28	-2	-16	7	-4	0	-18	4
CCc1ccccc1OCCCCCNCCO	1	-9	5	-5	-1	5	11	-2	-6
O=C(N/N=C/c1ccc([N+](=O)[O-])cc1)c1[nH]ncc1Br	6	-19	-5	27[5 µM]	-6	0	5	-14	-7
O=C(C1CCN(S(=O)(=O)c2cccc([N+](=O)[O-])c2)CC1)N1CCOCC1	6	-20	3	-1	0	-2	3	-1	-6
CCOc1ncccc1C(=O)N(C)CC(=O)Nc1ccc(C)cc1	12	-29	1	0	3	0	3	-4	-3
Cc1ccc(-c2noc(CSc3nnc(-c4ccncc4)n3-c3ccc(C)cc3)n2)cc1	5	2[20 µM]	0	6	-1	3	9	-17	4
CCSC(=Nc1ccccc1)C1=C(O)COC1=O	9	-19	-1	-11	4	-2	-1	5	-10
Cc1ccc(Cc2cc(C)n[nH]c2=O)cc1	1	-30	23	-15	5	4	0	-4	-5
CC(C)CNc1nnnc2c1sc1nc(N3CCOCC3)c3c(c12)CC(C)(C)SC3	5	-11	-17	15	-1	-1	5	-11	-7
O=C(N1CCOCC1)N1CCN(c2ccccn2)CC1	-5	-6[20 µM]	4	-5	-4	2	4	4	-3

Carrying on.
SMILES	PGE2 EP2 inh	Furin inhibitor	Tb hexokinase	PPC-1+TRAIL kill	p97 ATPase inh	Ba/F3 V617F tox	BaF3 tox	p47phox inh	RBBP9 inhibitor
CCOc1ccc(CN(C)CC(=O)NCc2ccccc2Cl)cc1	4	-34	8	15	-3	-5	7	1	-10
C=C(C)C(C)(C#CCN1CCCC1)OC(C)=O (stereo not given)	2	-5[20 µM]	4	5	-2	2	7	-3	-2
COc1cc(OC)c2ccc(=O)oc2c1C(CCN1CCCC1)c1ccc2c(c1)OCO2 (stereo not given)	16	7	-18	24	·	·	·	-6	·
CCOC(=O)c1cc2sccc2n1CC(=O)C(C)(C)C	20	-29	-2	2	0	0	7	-13	-2
Cc1c(Cc2ccccc2)c(=O)oc2cc(OCc3ccc(C(=O)O)cc3)ccc12	5	-12	-9	6	4	-4	8	-12	1
CCOc1ccc(C(=O)Nc2cccc(-c3ccc4nncn4n3)c2)cc1	12	-15	0	32	4	0	3	-4	-7
CCCCCn1c(=O)c(C(=O)c2ccccc2)nc2ccccc21	0	0[20 µM]	-3	3	-3	0	10	-4	1
CC(C)(C)n1ncc2c(=O)n(CC(=O)NCCc3ccccc3)cnc21	9	-27[20 µM]	2	16	7	-3	5	-9	-8
COc1ccccc1-c1nc(-c2ccccn2)no1	8	-29	2	63*[5 µM]	-49	20	23	-17	-1
Cc1ccc(F)cc1NC(=O)CCOc1ccccc1	3	-20	-1	11	3	5	11	-6	-5
CCOC(=O)CN(c1ccccc1)S(=O)(=O)c1ccc(F)cc1	16	-38	18	23	4	1	8	-4	4
Cc1cc(NC(=O)CSc2nnc(-c3ccncc3)n2-c2ccc(F)cc2)no1	8	-3	-7	10	4	-2	2	0	1
Cc1ccc(C)c(C(=O)CCC(=O)O)c1	18	-12	-3	-11	9	-5	1	6	-3
COc1ccc(/C=N/c2oc(C)c(C)c2C#N)c(OC)c1	9	-11	-12	0	0	-1	-2	-14	6
O=C(C1=NN(c2ccccc2)C2C(=O)N(c3ccccc3Cl)C(=O)C12)c1ccccc1 (stereo not given)	3	-21	-2	5	5	0	5	-14	-9
Cn1c(SCC(=O)Nc2ccc3c(c2)OCO3)nnc1-c1cnccn1	1	-7[20 µM]	-2	-7	5	-2	4	-12	-8
COc1ccc(F)cc1S(=O)(=O)n1cc(C)nc1-c1ccccc1	6	-9[20 µM]	2	-2	2	-1	-1	·	-4
CC1=NN(c2nc(C)cc(C)n2)C(=O)C1CCC(C)C (stereo not given)	2	-17[20 µM]	-8	-26	-1	4	6	-6	2
